From PubChem BioAssay
NALP1 inh: inhibitors of NALP1 inflammasome in yeast | S. cerevisiae NALP1/ASC/caspase-1 growth, X-gal OD620, 72 h | inhibition, % at 10 µM | hit rate 0.61% among 280,000 | AID 2071; in the data active = inhibition mostly above about 24%, no sharp cut-off; inactive = mostly below about 32%; also: some compounds called inactive have numbers as strong as hits
M18AAP inhibitor: PfM18AAP enzyme inhibition; inhibition, % at 7.35 µM; hit rate 1.2% among 290,000; recombinant PfM18AAP, H-Glu-NHMec fluorogenic cleavage;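 active = inhibition above the campaign mean inhibition over all tested compounds plus 3 SD, cut at about 28% in these data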;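 also: 0% = plate median of test compound wells and 100% = 2 mM ZnCl2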
MEKK2mut PB1 HTS: signal of MEK5 binding to mutant human MEKK2 PB1 domain; bead flow cytometry, Alexa488-MEK5 binding to MEKK2 mutant; percent response, % at 10 µM; hit rate 0.35% among 290,000; in the data active = percent response above about 24%, passing the limit was not always enough; also: inactives centre near 1; some results filed as inactive read as strong as hits; reference of the scale not given here
MEKK3 PB1 HTS: modulators (inhibitors or enhancers) of MEK5 binding to human MEKK3 PB1 domain | Q99759 | bead-based flow cytometry, Alexa488-MEK5 binding to MEKK3; actives lie on both sides; 0 = blocked by unlabeled MEK5, 100 = vehicle | binding response (% of control), % at 10 µM | hit rate 1.4% among 290,000 | AID 1529;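 active = binding response more than 3 SD above or below the average of its plate-row segment, actives on both sides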;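 also: Alexa488 bead fluorescence after subtracting the streptavidin-only scavenger bead signal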
Target sequence (Q99759 whole entry, looked up, the tested form may be a part): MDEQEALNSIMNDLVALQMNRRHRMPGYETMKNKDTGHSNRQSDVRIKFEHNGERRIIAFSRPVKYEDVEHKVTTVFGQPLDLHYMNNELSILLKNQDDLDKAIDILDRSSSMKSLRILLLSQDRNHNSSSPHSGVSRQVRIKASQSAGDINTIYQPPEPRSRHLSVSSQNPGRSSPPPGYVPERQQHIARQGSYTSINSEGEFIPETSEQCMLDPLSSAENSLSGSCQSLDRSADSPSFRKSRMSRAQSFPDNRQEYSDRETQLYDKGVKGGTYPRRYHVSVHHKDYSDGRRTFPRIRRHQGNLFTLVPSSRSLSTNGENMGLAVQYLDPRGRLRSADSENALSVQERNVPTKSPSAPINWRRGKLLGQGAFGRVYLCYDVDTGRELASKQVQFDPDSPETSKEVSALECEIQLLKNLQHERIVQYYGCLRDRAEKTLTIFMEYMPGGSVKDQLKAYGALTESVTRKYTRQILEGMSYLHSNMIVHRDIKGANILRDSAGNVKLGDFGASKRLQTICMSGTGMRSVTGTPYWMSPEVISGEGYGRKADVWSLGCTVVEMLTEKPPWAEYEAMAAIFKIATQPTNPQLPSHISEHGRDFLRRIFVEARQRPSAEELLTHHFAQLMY
PHOSPHO1 block: inhibitors of human PHOSPHO1 phosphatase | Q8TCT1 | recombinant PHOSPHO1, absorbance phosphatase assay | inhibition, % at 13.3 µM | hit rate 1.1% among 290,000 | AID 1565; in the data active = inhibition above about 60%
MEKK2 WT-MEK5: raises or lowers MEK5 binding to wildtype human MEKK2 PB1 domain. Q9Y2U5. bead flow cytometry, Alexa488-MEK5 binding to MEKK2 WT; actives lie on both sides. binding response (% of control), % at 10 µM. hit rate 1.1% among 290,000. AID 1531; in the data active = binding response below about 67% or above about 130%
OXTR agonist: agonists of human oxytocin receptor; AID 2435; hit rate 0.32% among 320,000; CHO-OTR cells, Fluo-8 calcium fluorescence; normalized: DMSO 0%, oxytocin 100%; activation, % at 3 µM;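 active = activation above the mean of all tested compounds plus 3 SD, cutoff set per screening run, cut at about 20% in these data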;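 also: peak over basal fluorescence ratio from a 100 s FLIPR kinetic read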
Target sequence (P30559 whole entry, looked up): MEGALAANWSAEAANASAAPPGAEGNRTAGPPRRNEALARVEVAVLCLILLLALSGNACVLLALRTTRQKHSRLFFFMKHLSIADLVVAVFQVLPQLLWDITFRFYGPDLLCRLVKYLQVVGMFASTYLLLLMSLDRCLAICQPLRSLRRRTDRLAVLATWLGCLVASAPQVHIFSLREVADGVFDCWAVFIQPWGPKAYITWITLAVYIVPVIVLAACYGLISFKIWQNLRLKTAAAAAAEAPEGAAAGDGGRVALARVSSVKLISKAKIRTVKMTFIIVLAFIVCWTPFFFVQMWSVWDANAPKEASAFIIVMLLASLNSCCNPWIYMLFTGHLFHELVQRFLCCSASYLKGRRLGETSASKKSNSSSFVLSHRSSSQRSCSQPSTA
FID counter: counter-screen for HCV NS3 helicase inhibitors: DNA intercalator displacement; DNA fluorescent intercalator displacement, fluorescence; inhibition, % at 7.9 µM; hit rate 0.17% among 290,000; in the data active = inhibition above about 37%;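 also: 0% = vehicle and 100% = reference compound; higher means more ethidium bromide displaced from hairpin DNA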
GPR7 antagonist: human neuropeptides B/W receptor 1 antagonism | P48145 | GPR7-expressing cells, fluorescence antagonist assay | inhibition, % at 4.4 µM | hit rate 1.1% among 290,000; in the data active = inhibition above about 16%, passing the limit was not always enough;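 also: cells stimulated with the agonist NPW; 0% = agonist with vehicle and 100% = vehicle without agonist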
* = called active by the depositor.

`NS(=O)(=O)c1cccc(NC(=O)C(Cc2ccccc2)NC(=O)c2ccccc2)c1` (stereo unspecified) gave NALP1 inh -17, M18AAP inhibitor 2, MEKK2mut PB1 HTS -1, MEKK3 PB1 HTS 96, PHOSPHO1 block 36, MEKK2 WT-MEK5 94, OXTR agonist 0.4, FID counter -11 and GPR7 antagonist -8.
`O=C(CSc1nnc(-c2cccnc2)n1-c1ccccc1)NCc1ccc2c(c1)OCO2` gave NALP1 inh 6, M18AAP inhibitor 5, MEKK2mut PB1 HTS 7, MEKK3 PB1 HTS 105, PHOSPHO1 block 4, MEKK2 WT-MEK5 106, OXTR agonist -1.3, FID counter -21 and GPR7 antagonist -5.
Screening COc1ccc(-n2c(C)cc(C(=O)COc3ccc(C)nc3[N+](=O)[O-])c2C)cc1 returned NALP1 inh 24, M18AAP inhibitor 3, MEKK2mut PB1 HTS 0, MEKK3 PB1 HTS 101, PHOSPHO1 block -14, MEKK2 WT-MEK5 102, OXTR agonist -0.1, FID counter -6 and GPR7 antagonist -5.
`CC(C)OC(=O)CSc1nc(N)c(C#N)cc1C#N` gave NALP1 inh 9, M18AAP inhibitor 8, MEKK2mut PB1 HTS 0, MEKK3 PB1 HTS 104, PHOSPHO1 block 26, MEKK2 WT-MEK5 104, OXTR agonist -0.5, FID counter -2 and GPR7 antagonist -8.
Screening CCOC(=O)c1c(C)[nH]c(C(=O)COC(=O)CNC(=O)c2ccc(Cl)cc2)c1C returned NALP1 inh 25, M18AAP inhibitor 1, MEKK2mut PB1 HTS 2, MEKK3 PB1 HTS 96, PHOSPHO1 block -3, MEKK2 WT-MEK5 100, OXTR agonist -2.2, FID counter -8 and GPR7 antagonist -2.
Cc1nc(SCC(=O)O)n[nH]1 was read as NALP1 inh -6, M18AAP inhibitor 8, MEKK2mut PB1 HTS -16, MEKK3 PB1 HTS 87, PHOSPHO1 block 25, MEKK2 WT-MEK5 88, OXTR agonist 0.8, FID counter 5 and GPR7 antagonist -7.
`O[C@@H]([C@H](O)[C@H](O)CBr)[C@H](O)CBr` gave MEKK2mut PB1 HTS 3, MEKK3 PB1 HTS 97, MEKK2 WT-MEK5 110 and OXTR agonist 1.0.
Screening CC1(C)CC2c3cccc(C(=O)O)c3C(=O)N2c2c1ccc1ccccc21 (stereo unspecified) returned NALP1 inh 26, M18AAP inhibitor -2, MEKK2mut PB1 HTS 2, MEKK3 PB1 HTS 110, PHOSPHO1 block 1, MEKK2 WT-MEK5 105, OXTR agonist -2.1, FID counter -21 and GPR7 antagonist -1.
Screening Cc1ccccc1Cn1cnc2c([N+](=O)[O-])c(C)c(C)cc21 returned NALP1 inh -4, M18AAP inhibitor 9, MEKK2mut PB1 HTS -1, MEKK3 PB1 HTS 98, PHOSPHO1 block 4, MEKK2 WT-MEK5 97, OXTR agonist 1.1, FID counter -21 and GPR7 antagonist -13.
CC(C)c1nnc(NC(=O)c2c(O)c3cccc4c3n(c2=O)CCC4)s1 was read as NALP1 inh 0, M18AAP inhibitor -11, MEKK2mut PB1 HTS -1, MEKK3 PB1 HTS 101, PHOSPHO1 block 16, MEKK2 WT-MEK5 99, OXTR agonist 0.0, FID counter -4 and GPR7 antagonist -11.
CN(C)S(=O)(=O)n1cc(/C=C(\NC(=O)c2ccccc2Cl)C(=O)NCCCn2ccnc2)c2ccccc21 was read as NALP1 inh 5, M18AAP inhibitor -4, MEKK2mut PB1 HTS 2, MEKK3 PB1 HTS 101, PHOSPHO1 block 40, MEKK2 WT-MEK5 105, OXTR agonist -0.7, FID counter 26 and GPR7 antagonist -2.
`COc1ccc(S(=O)(=O)N2CCCCCC2)cc1NC(=O)c1c2c(nc3ccccc13)CCN(Cc1ccccc1)C2` gave NALP1 inh 26, M18AAP inhibitor 5, MEKK2mut PB1 HTS -1, MEKK3 PB1 HTS 105, PHOSPHO1 block -10, MEKK2 WT-MEK5 107, OXTR agonist 0.8, FID counter -5 and GPR7 antagonist -13.
For O=C(NCCNc1ccc(Cl)cc1[N+](=O)[O-])c1cccnc1 the results were NALP1 inh 11, M18AAP inhibitor -13, MEKK2mut PB1 HTS 0, MEKK3 PB1 HTS 102, PHOSPHO1 block 43, MEKK2 WT-MEK5 103, OXTR agonist 3.7, FID counter 2 and GPR7 antagonist -5.
`CCOC(=O)CP(=O)(c1ccccc1)c1ccccc1` gave NALP1 inh 27, M18AAP inhibitor -3, MEKK2mut PB1 HTS -2, MEKK3 PB1 HTS 100, PHOSPHO1 block -3, MEKK2 WT-MEK5 100, OXTR agonist 0.5, FID counter -1 and GPR7 antagonist -5.
Screening COc1ccc(Cl)c(NC(=O)C/C(C)=N/NC(=O)CCc2ccccc2)c1 returned NALP1 inh -31, M18AAP inhibitor 0, MEKK2mut PB1 HTS -4, MEKK3 PB1 HTS 101, PHOSPHO1 block 24, MEKK2 WT-MEK5 97, OXTR agonist -0.9, FID counter -19 and GPR7 antagonist -11.
`CC1CCN(C(c2cc3cc4c(cc3[nH]c2=O)OCO4)c2nnnn2CC2CCCO2)CC1` (stereo unspecified) gave NALP1 inh 17, M18AAP inhibitor -5, MEKK2mut PB1 HTS 8, MEKK3 PB1 HTS 110, PHOSPHO1 block 3, MEKK2 WT-MEK5 114, OXTR agonist -1.2, FID counter -1 and GPR7 antagonist -9.
Screening O=C1C2CCCN2C(c2ccccc2F)N1c1cccc(Cl)c1 (stereo unspecified) returned NALP1 inh -6, M18AAP inhibitor 1, MEKK2mut PB1 HTS -1, MEKK3 PB1 HTS 98, PHOSPHO1 block 4, MEKK2 WT-MEK5 97, OXTR agonist -1.6, FID counter -7 and GPR7 antagonist 4.
Screening COc1cc(OC)cc(C(=O)N[C@H](C(=O)OCC(=O)c2ccc(F)cc2)C(C)C)c1 returned NALP1 inh 0, M18AAP inhibitor -3, MEKK2mut PB1 HTS -2, MEKK3 PB1 HTS 109, PHOSPHO1 block 10, MEKK2 WT-MEK5 102, OXTR agonist -1.4, FID counter -13 and GPR7 antagonist -8.
For COc1ccc2c(C)cc(N3CCOCC3)nc2c1 the results were NALP1 inh 25, M18AAP inhibitor 2, MEKK2mut PB1 HTS 2, MEKK3 PB1 HTS 105, PHOSPHO1 block 26, MEKK2 WT-MEK5 104, OXTR agonist -0.9, FID counter -2 and GPR7 antagonist 0.
`CC1(C)CC(=O)C=C(NCCN2CCNCC2)C1` gave NALP1 inh 8, M18AAP inhibitor -5, MEKK2mut PB1 HTS -12, MEKK3 PB1 HTS 85, PHOSPHO1 block 2, MEKK2 WT-MEK5 84, OXTR agonist 0.3, FID counter -2 and GPR7 antagonist 0.

Retrieved by compound from the entries so far:
Cc1nc(SCC(=O)O)n[nH]1 was read as NALP1 inh -6, M18AAP inhibitor 8, MEKK2mut PB1 HTS -16, MEKK3 PB1 HTS 87, PHOSPHO1 block 25, MEKK2 WT-MEK5 88, OXTR agonist 0.8, FID counter 5 and GPR7 antagonist -7.
Screening O=C1C2CCCN2C(c2ccccc2F)N1c1cccc(Cl)c1 (stereo unspecified) returned NALP1 inh -6, M18AAP inhibitor 1, MEKK2mut PB1 HTS -1, MEKK3 PB1 HTS 98, PHOSPHO1 block 4, MEKK2 WT-MEK5 97, OXTR agonist -1.6, FID counter -7 and GPR7 antagonist 4.

Remaining list, next part
`CCCCN(C(=O)NC(=O)Nc1ccc(C)cn1)S(C)(=O)=O` gave NALP1 inh 25, M18AAP inhibitor -7, MEKK2mut PB1 HTS 5, MEKK3 PB1 HTS 99, PHOSPHO1 block 1, MEKK2 WT-MEK5 96, OXTR agonist -0.2, FID counter 3 and GPR7 antagonist -4.
CC(C)C(C(=O)Nc1nccs1)N1C(=O)c2ccccc2C1=O (stereo unspecified) was read as NALP1 inh 28*, M18AAP inhibitor 13, MEKK2mut PB1 HTS -7, MEKK3 PB1 HTS 98, PHOSPHO1 block 45, MEKK2 WT-MEK5 95, OXTR agonist -0.5, FID counter -1 and GPR7 antagonist -9.
For COc1ccc(/C=C/C(=O)c2ccccc2)cc1COc1ccc(F)cc1 the results were NALP1 inh 10, M18AAP inhibitor 0, MEKK2mut PB1 HTS 6, MEKK3 PB1 HTS 109, PHOSPHO1 block 28, MEKK2 WT-MEK5 110, OXTR agonist 4.7, FID counter -3 and GPR7 antagonist 1.
`CCn1ncc(Br)c1C(=O)Nc1ccc(F)cc1F` gave NALP1 inh 31, M18AAP inhibitor 10, MEKK2mut PB1 HTS -1, MEKK3 PB1 HTS 96, PHOSPHO1 block 33, MEKK2 WT-MEK5 94, OXTR agonist -2.1, FID counter -4 and GPR7 antagonist -5.
O=C(Nc1ccccc1NC(=O)c1ccc(F)cc1)c1ccc(F)cc1 was read as NALP1 inh 17, M18AAP inhibitor -5, MEKK2mut PB1 HTS 6, MEKK3 PB1 HTS 104, PHOSPHO1 block 42, MEKK2 WT-MEK5 104, OXTR agonist 0.8, FID counter -3 and GPR7 antagonist -4.
Cc1cc(C)n2nc(C(=O)N/N=C/c3c4ccccc4cc4ccccc34)nc2n1 was read as NALP1 inh 32, M18AAP inhibitor -4, MEKK2mut PB1 HTS 10, MEKK3 PB1 HTS 103, PHOSPHO1 block 8, MEKK2 WT-MEK5 96, OXTR agonist -0.7, FID counter -13 and GPR7 antagonist -6.
`O=C(O)CSc1nnc(Cn2c(=O)sc3ccccc32)n1-c1cccc(Cl)c1` gave NALP1 inh -8, M18AAP inhibitor -2, MEKK2mut PB1 HTS 0, MEKK3 PB1 HTS 105, PHOSPHO1 block 33, MEKK2 WT-MEK5 100, OXTR agonist -0.2, FID counter -41 and GPR7 antagonist -6.
O=[N+]([O-])c1ccc(N/N=C2/CCCCC2c2ccccn2)cc1 (stereo unspecified) was read as NALP1 inh 25, M18AAP inhibitor 0, MEKK2mut PB1 HTS 18, MEKK3 PB1 HTS 101, PHOSPHO1 block -4, MEKK2 WT-MEK5 109, FID counter 6 and GPR7 antagonist -8.
For CCOc1ccc(NC(=O)CN(C)CC(=O)NC(C)c2ccccc2)cc1OCC (stereo unspecified) the results were NALP1 inh -1, M18AAP inhibitor -14, MEKK2mut PB1 HTS -12, MEKK3 PB1 HTS 91, PHOSPHO1 block 36, MEKK2 WT-MEK5 88, OXTR agonist -0.9, FID counter -26 and GPR7 antagonist 7.
O=C(O)c1ccc(S(=O)(=O)N(Cc2cccs2)CC2CCCO2)cc1 (stereo unspecified) was read as NALP1 inh 13, M18AAP inhibitor 0, MEKK2mut PB1 HTS -1, MEKK3 PB1 HTS 101, PHOSPHO1 block -2, MEKK2 WT-MEK5 103, OXTR agonist 0.4, FID counter -11 and GPR7 antagonist -8.
`Cc1ccccc1NC(=O)CCC(=O)OCCCC(F)(F)C(F)(F)F` gave NALP1 inh 3, M18AAP inhibitor -6, MEKK2mut PB1 HTS 3, MEKK3 PB1 HTS 103, PHOSPHO1 block 14, MEKK2 WT-MEK5 103, OXTR agonist -1.4, FID counter -7 and GPR7 antagonist -3.
O=C(CSc1ncnc2c1oc1ccccc12)Nc1ccc2c(c1)OCCO2 was read as M18AAP inhibitor -3, MEKK2mut PB1 HTS -6, MEKK3 PB1 HTS 108, MEKK2 WT-MEK5 95, OXTR agonist 1.7, FID counter 0 and GPR7 antagonist -4.
For COc1cc(/C=C/C(=O)OCC(=O)N2CCc3ccccc3C2)ccc1O the results were NALP1 inh 29, M18AAP inhibitor 7, MEKK2mut PB1 HTS -2, MEKK3 PB1 HTS 98, PHOSPHO1 block -7, MEKK2 WT-MEK5 94, OXTR agonist 1.6, FID counter -28 and GPR7 antagonist 1.
`NC(=O)CSc1nnc(CNc2ccc(F)cc2)n1CC1CCCO1` (stereo unspecified) gave NALP1 inh 32, M18AAP inhibitor -6, MEKK2mut PB1 HTS 2, MEKK3 PB1 HTS 100, PHOSPHO1 block -28, MEKK2 WT-MEK5 104, OXTR agonist 0.4, FID counter -2 and GPR7 antagonist 2.

Outcome played no part in choosing rows. About 6.2% of those tested had a hit in this group.
